VIM-2 inh – VIM-2 metallo-beta-lactamase inhibitors, primary screen, biochemical, epi-absorbance readout, Pseudomonas aeruginosa enzyme; purified VIM-2, nitrocefin hydrolysis, epi-absorbance fluorescence; inhibition, % at 5.6 µM; hit rate 0.89% among 290,000;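 active = inhibition above the mean of all tested compounds plus 3 SD, cutoff set per screening run, cut at about 7.5% in these data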;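 note: red hydrolysis product quenches plate fluorescence so inhibitors raise well fluorescence; 0% = enzyme with DMSO and 100% = DMSO without enzyme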
GalR3 antagonist – GalR3 antagonists in HEK293 cells, primary screen, cell-based, fluorescence readout; Galanin receptor type 3 (Homo sapiens), O60755; HEK293 GalR3-CNG cAMP membrane potential fluorescence; galR3 body fused to GalR1 C-terminus; inhibition, % at 3 µM; hit rate 0.44% among 360,000; AID 651719, 2012;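 active = inhibition above the screen-wide average plus 3 SD, cut at about 13% in these data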;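 note: forskolin and galanin both at EC90 stimulate the cells; cAMP rise reported by CNG channel membrane potential dye signal; 0% = forskolin plus galanin with DMSO and 100% = forskolin alone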
Target sequence (O60755 1-299 limits assumed): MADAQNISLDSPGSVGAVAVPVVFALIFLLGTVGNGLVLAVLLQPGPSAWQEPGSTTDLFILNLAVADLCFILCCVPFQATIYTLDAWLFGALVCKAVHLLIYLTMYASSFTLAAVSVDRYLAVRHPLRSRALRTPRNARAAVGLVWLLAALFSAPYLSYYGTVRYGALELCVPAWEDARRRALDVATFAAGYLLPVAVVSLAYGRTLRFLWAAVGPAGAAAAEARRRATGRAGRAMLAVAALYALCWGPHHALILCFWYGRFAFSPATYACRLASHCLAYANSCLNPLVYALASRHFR
IMP-1 inh – IMP-1 metallo-beta-lactamase inhibitors, primary screen, biochemical, epi-absorbance readout, Pseudomonas aeruginosa enzyme; purified IMP-1, nitrocefin hydrolysis, epi-absorbance fluorescence; hit rate 0.45% among 290,000; AID 1556, 2009; inhibition, % at 5.6 µM; metallo-beta-lactamase IMP-1 (Pseudomonas aeruginosa);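 active = inhibition above the mean plus 3 SD of all compounds in the same screening run, cut at about 4.5% in these data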;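 note: 0% = IMP-1 with DMSO and 100% = DMSO wells lacking enzyme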
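Material – recombinant IMP-1 enzyme, purified · Amount – IMP-1 0.2 nM before substrate addition · Medium – HEPES buffer pH 7.1 with ZnSO4 and Brij 35 · Timing – 25 °C, 15 min preincubation, 25 min reaction · Measured by – plate fluorescence quenching by hydrolysis product, ex 480/em 530 nm · Read-out – percent enzyme inhibition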
GPR7 antagonist – GPR7 receptor antagonists, primary screen, cell-based, fluorescence, single concentration | Neuropeptides B/W receptor type 1 (Homo sapiens), P48145 | GPR7-expressing cells, fluorescence antagonist assay | inhibition, % at 4.4 µM | hit rate 1.1% among 290,000 | AID 1861, 2009; in the data active = inhibition above about 16%, passing the limit was not always enough;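 note: cells stimulated with the agonist NPW; 0% = agonist with vehicle and 100% = vehicle without agonist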
Target sequence (P48145 whole entry, looked up): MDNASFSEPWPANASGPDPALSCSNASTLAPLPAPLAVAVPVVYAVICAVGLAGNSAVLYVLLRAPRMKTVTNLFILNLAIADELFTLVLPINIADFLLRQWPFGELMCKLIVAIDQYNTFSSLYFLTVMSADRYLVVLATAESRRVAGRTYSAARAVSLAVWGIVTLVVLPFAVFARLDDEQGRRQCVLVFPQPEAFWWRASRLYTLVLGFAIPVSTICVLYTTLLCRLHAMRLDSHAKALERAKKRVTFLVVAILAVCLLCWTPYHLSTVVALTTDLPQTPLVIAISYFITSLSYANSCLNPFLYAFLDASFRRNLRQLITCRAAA
OXTR agonist – human OXTR agonists, primary screen, fluorescence, CHO-OTR cells, Fluo-8 calcium | Oxytocin receptor (Homo sapiens), P30559 | Fluo-8 calcium fluorescence; normalized: DMSO 0%, oxytocin 100% | activation, % at 3 µM | hit rate 0.32% among 320,000;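 active = activation above the mean of all tested compounds plus 3 SD, cutoff set per screening run, cut at about 20% in these data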;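 note: peak over basal fluorescence ratio from a 100 s FLIPR kinetic read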
Target sequence (P30559 whole entry, looked up): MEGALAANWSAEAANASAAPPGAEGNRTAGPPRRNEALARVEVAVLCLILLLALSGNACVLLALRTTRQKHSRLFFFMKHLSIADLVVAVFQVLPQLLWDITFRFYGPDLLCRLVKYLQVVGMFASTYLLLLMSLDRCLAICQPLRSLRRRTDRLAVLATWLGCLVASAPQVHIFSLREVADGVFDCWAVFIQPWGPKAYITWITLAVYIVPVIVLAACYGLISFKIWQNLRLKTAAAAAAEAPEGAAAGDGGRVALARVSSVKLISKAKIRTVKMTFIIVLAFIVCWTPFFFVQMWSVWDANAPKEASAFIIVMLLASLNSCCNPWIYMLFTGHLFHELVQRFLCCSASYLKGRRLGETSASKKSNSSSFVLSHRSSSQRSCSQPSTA
DNA FID counter – compounds displacing fluorescent DNA intercalator, primary screen, artefact control for HCV NS3 helicase inhibitor project, biochemical, FID fluorescence; DNA fluorescent intercalator displacement; AID 1845, 2009; inhibition, % at 7.9 µM; hit rate 0.17% among 290,000; in the data active = inhibition above about 37%;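 note: 0% = vehicle and 100% = reference compound; higher means more ethidium bromide displaced from hairpin DNA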
HCV NS3 hel inh – inhibitors of HCV NS3 helicase, primary screen, biochemical, Cy5 molecular beacon fluorescence. NS3 helicase DNA unwinding. inhibition, % at 10.9 µM. hit rate 0.56% among 290,000;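 active = inhibition above the mean of all tested compounds plus 3 SD, set per campaign, cut at about 35% in these data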;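 note: 0% = DMSO wells and 100% = thioflavine S control wells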
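assay system = NS3 helicase fragment of HCV | buffer or medium = MOPS pH 6.5, MgCl2, DTT, Tween20, BSA | timing = 60 min unwinding reaction at 25 °C after ATP addition | signal = Cy5 beacon fluorescence read at start and 1 h | read-out basis = % inhibition of unwinding | control set = low DMSO, high thioflavine S at 110 µM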
PHOSPHO1 inh – PubChem AID 1565; Phosphoethanolamine/phosphocholine phosphatase (Homo sapiens), Q8TCT1; recombinant PHOSPHO1, absorbance phosphatase assay; inhibition, % at 13.3 µM; hit rate 1.1% among 290,000; in the data active = inhibition above about 60%
V1aR counter – agonists of human V1a receptor, primary screen, counter-screen for OXTR agonist project, fluorescence, CHO-V1R cells; hit rate 0.25% among 320,000; Vasopressin V1a receptor (Homo sapiens), P37288; Fluo-8 calcium fluorescence, agonist mode; 0% DMSO, 100% 3 nM vasopressin; AID 2797, 2010; activation, % at 3 µM;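 active = activation above the mean activation of all tested compounds plus 3 SD, per screening run, cut at about 20% in these data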;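 note: signal is peak over basal fluorescence ratio across a 100 second FLIPR read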
* hit, by the source's call; · = no result given. Some of the compounds tested; rates above refer to the full screens.

1. O=C(O)C1C2CC3CC(C2)CC1(n1ncc(N2CCC4(CC2)OCCO4)c(Cl)c1=O)C3 (stereo not given)
2. CCOc1cc(/C=C2\C(=O)NC(=O)N(C)C2=O)cc([N+](=O)[O-])c1O
3. COc1ccc(N=C(C)c2c(O)[nH]c(=O)[nH]c2=O)cc1
4. c1ccc(CCNCc2cccs2)cc1
5. CCOC(=O)N(CC)c1ccc(C(O)(C(=O)OC)C(F)(F)F)cc1 (stereo not given)
6. C#C[C@@]1(O)CCC2C3CCC4=C/C(=N/OCC(=O)NC(CCC(N)=O)C(=O)O)CC[C@]4(C)C3CC[C@@]21C (stereo not given in full)
7. CCN(CC)C(=O)Cn1cc(C=C2C(=O)N(C)C(=O)N(C)C2=O)c2ccccc21
8. O=C1OC(c2ccc(Br)cc2)=N/C1=C\N1CC2CC(C1)c1cccc(=O)n1C2 (stereo not given)

Compound	1	2	3	4	5	6	7	8
VIM-2 inh	-4.3	0.0	-1.4	-2.3	-1.8	-1.6	2.6	-3.4
GalR3 antagonist	0	-3	-9	-9	0	-8	-8	-7
IMP-1 inh	-3.6	-0.1	-3.4	-2.7	-4.1	-1.0	-1.6	2.4
GPR7 antagonist	-18	-4	-9	-11	8	-5	-2	-10
OXTR agonist	0.9	0.1	-0.3	·	2.9	1.0	0.6	0.7
DNA FID counter	-37	1	2	-2	-13	-28	-4	-34
HCV NS3 hel inh	-3	2	4	-11	3	6	3	19
PHOSPHO1 inh	12	-2	41	45	-10	22	33	27
V1aR counter	0.7	0.8	-0.7	·	2.4	1.0	0.1	-0.8

9. COCCNP(=O)(c1ccccc1)c1nc2ccccc2s1 (stereo not given)
10. OCCOCC#CCN1CCOCC1
11. C=C1C[C@]2(O)[C@@]3(C)CCC(=O)C(C)(C)C3=C(O)C(=O)[C@@]2(C)[C@@H]2C(=O)O[C@@](C)(C(=O)OC)C(=O)[C@@]12C
12. Cc1cccc(-n2c(CN3C(=O)c4ccccc4C3=O)nc3ccccc3c2=O)n1
13. CCCCCCC(=O)N/N=C/c1c(O)n(CCc2ccccc2)c(=O)[nH]c1=O
14. O=C1C2CCCN2C(c2cccnc2)N1c1ccc(Cl)cc1 (stereo not given)
15. O=C(O)[C@@H]1C[C@H]1[C@@H](NP(=O)(c1ccccc1)c1ccccc1)c1ccccc1
16. O=[N+]([O-])c1ccc(-[n+]2c(-c3ccccc3)cc(-c3ccccc3)cc2-c2ccccc2)cc1

Compound	9	10	11	12	13	14	15	16
VIM-2 inh	1.4	1.0	-2.5	-1.6	-3.4	-2.8	-2.2	-0.6
GalR3 antagonist	·	1	1	-5	-4	-3	-2	-8
IMP-1 inh	-0.6	-3.1	0.3	-6.2	-4.1	-2.8	-2.2	-3.9
GPR7 antagonist	4	4	-10	-17	-4	-8	-13	15
OXTR agonist	-0.7	-0.1	0.4	1.2	0.3	0.7	0.5	-0.2
DNA FID counter	-11	0	-25	1	-11	-1	-40	9
HCV NS3 hel inh	7	-1	4	6	11	-6	5	-35
PHOSPHO1 inh	1	6	40	·	24	16	8	36
V1aR counter	-0.8	0.1	0.5	1.5	0.5	0.7	0.0	-0.1

17. CCOc1cc(C=C2C(=O)NC(=O)NC2=O)ccc1OCC(=O)N1CCOCC1
18. CN(CCCCC(=O)/C=N/O)Cc1ccccc1 (tested in a mixture with another compound)
19. CCCCC1(CCCC)C(=O)NC(=Nc2cccc(C)c2)NC1=O
20. COc1ccc2[nH]c3c(c2c1)CCN[C@H]3C
21. CCN(CC)CCN=Cc1c(O)n(C2CCCCCC2)c(=O)[nH]c1=O
22. Cc1cc(C)cc(N2C(=O)NC(=O)/C(=C\c3cccn3-c3ccccc3)C2=O)c1
23. CC(=NCCN(C)C)c1c(O)n(Cc2ccccc2)c(=O)[nH]c1=O
24. COc1ccc(-c2nn(CCC#N)cc2C(=O)NCc2ccccc2)cc1[N+](=O)[O-]

Compound	17	18	19	20	21	22	23	24
VIM-2 inh	0.2	-1.6	-1.1	-2.2	-1.6	-1.1	0.3	-1.3
GalR3 antagonist	-1	-5	2	-9	-1	0	-6	0
IMP-1 inh	-3.5	-0.6	0.2	-2.8	-0.3	-1.6	-1.7	-0.6
GPR7 antagonist	-8	-4	-9	15	-6	-5	-3	-14
OXTR agonist	1.3	0.3	6.5	2.4	1.0	-2.1	0.0	·
DNA FID counter	-2	-4	-17	1	-3	-30	1	-4
HCV NS3 hel inh	2	1	0	-56	2	24	11	10
PHOSPHO1 inh	-28	6	5	33	19	-15	1	·
V1aR counter	0.2	0.2	6.1	1.2	0.4	0.0	-0.3	·

25. O=C1NCN(c2ccccc2)C12CCNCC2
26. CCCCCCCCCOc1ccc2[nH]cc(CCN)c2c1
27. O=c1[nH]c(O)c(N=Nc2ccc([N+](=O)[O-])cc2)c(=O)[nH]1
28. CC(=NCCN1CCCCC1)c1c(O)n(Cc2ccccc2)c(=O)[nH]c1=O
29. Cc1nn(Cc2ccccc2)c(Cl)c1C(=O)OCC(=O)NCC1CCCO1 (stereo not given)
30. CC(C)OP(=O)(OC(C)C)C(O)c1cccnc1 (stereo not given)
31. CCCCc1nc2ccccc2c(=O)n1-c1ccccc1O
32. O=C(c1sc2ccccc2c1Cl)N1CCC2(CC1)OCCO2

Compound	25	26	27	28	29	30	31	32
VIM-2 inh	0.5	-1.9	-0.6	-1.9	-4.0	-1.2	-0.6	-5.5
GalR3 antagonist	-8	·	0	-6	-2	-5	-6	·
IMP-1 inh	1.5	-1.6	-1.8	1.3	-3.7	-2.6	-1.9	-3.8
GPR7 antagonist	-3	11	-3	-4	9	3	-15	-10
OXTR agonist	0.3	·	0.4	0.3	0.6	0.8	-1.6	-0.8
DNA FID counter	-4	16	1	-4	-20	2	-25	-20
HCV NS3 hel inh	20	-84	4	-1	6	-1	16	-4
PHOSPHO1 inh	1	28	53	-8	17	1	46	15
V1aR counter	0.3	·	0.1	0.2	0.2	1.3	0.6	-0.7

33. C/C(=N\NC(N)=O)c1c(O)n(C)c(=O)n(C)c1=O
34. Cc1cc(/C=C2\C(=O)NC(=O)N(c3ccc(Br)cc3)C2=O)c(C)n1C
35. Cc1cccc(N=Nc2ccc(N(C)C)cc2)c1
36. C[C@]12CC[C@@H](O)C[C@@H]1CC[C@@H]1[C@@H]2CC[C@]2(C)[C@@H](O)CC[C@@H]12
37. C/C=C(\C)C(=O)N[C@@H](c1ccccc1)[C@@H](O)C(=O)O[C@H]1C[C@@]2(O)[C@@H](OC(=O)c3ccccc3)C3[C@](C)(C(=O)[C@H](OC(C)=O)C(=C1C)C2(C)C)[C@H](O)C[C@H]1OC[C@@]31OC(C)=O (stereo not given in full)
38. CCC1(CC)C(=O)N(Cc2ccccc2)C(=O)N(Cc2ccccc2)C1=O
39. Cc1ccc(NC(=O)CN2C(=O)CN=C(c3ccccc3)c3cc(Cl)ccc32)cc1
40. C=Cn1ccnc1P(=S)(c1cc(N(CC)CC)ns1)c1nccn1C=C

Compound	33	34	35	36	37	38	39	40
VIM-2 inh	-3.7	-3.3	-2.4	-2.5	-3.8	-2.6	-1.9	0.6
GalR3 antagonist	-6	-2	0	-3	3	·	-3	-7
IMP-1 inh	-2.2	-3.0	-1.9	-2.9	-1.0	-2.2	-2.0	-2.0
GPR7 antagonist	-15	-26	-5	-11	-4	-2	1	5
OXTR agonist	0.0	0.4	-1.2	3.2	0.7	-1.5	-0.3	1.1
DNA FID counter	-4	-7	-1	-23	-49	-2	-32	-40
HCV NS3 hel inh	-6	10	-2	4	-46	-1	-12	-2
PHOSPHO1 inh	0	2	-32	28	24	-13	1	10
V1aR counter	-1.0	1.5	0.2	2.1	1.6	-0.7	0.1	2.3

Full records, looked up by structure. Order of screens: VIM-2 inh	GalR3 antagonist	IMP-1 inh	GPR7 antagonist	OXTR agonist	DNA FID counter	HCV NS3 hel inh	PHOSPHO1 inh	V1aR counter
CC(C)OP(=O)(OC(C)C)C(O)c1cccnc1 (stereo not given) is entered as -1.2	-5	-2.6	3	0.8	2	-1	1	1.3
COc1ccc2[nH]c3c(c2c1)CCN[C@H]3C is entered as -2.2	-9	-2.8	15	2.4	1	-56	33	1.2
O=C(O)C1C2CC3CC(C2)CC1(n1ncc(N2CCC4(CC2)OCCO4)c(Cl)c1=O)C3 (stereo not given) is entered as -4.3	0	-3.6	-18	0.9	-37	-3	12	0.7
CCC1(CC)C(=O)N(Cc2ccccc2)C(=O)N(Cc2ccccc2)C1=O is entered as -2.6	·	-2.2	-2	-1.5	-2	-1	-13	-0.7

The results go on.
41. CCCCn1c(O)c(/C=N/NC(=O)c2ccncc2)c(=O)[nH]c1=O
42. COc1ccc(C(=O)C2CCCN(Cc3ccsc3)C2)cc1OC (stereo not given)
43. O=[N+]([O-])c1ccc(NCc2ccc(Cl)cc2)c2ccncc12
44. CC(C)(C)n1cc(C(=O)c2ccc3ccccc3c2O)cn1
45. CC1=NN(c2ccccc2)C(=O)/C1=C/c1c(O)[nH]c(=O)[nH]c1=O
46. CC1CCC(C(=O)NC(C(=O)N2CCC3(CC2)OCCO3)C(C)C)CC1 (stereo not given)
47. COc1ccc(-n2c(O)c(C=NCCN3CCN(C(C)=O)CC3)c(=O)[nH]c2=S)cc1
48. CCC(C)n1c(O)c(C=Nc2cccc(C(F)(F)F)c2)c(=O)[nH]c1=S (stereo not given)
49. CC(=O)Nc1ccccc1C(=O)OCC(=O)Nc1ncccn1
50. Fc1ccc(CNCCc2ccccc2)cc1

Compound	41	42	43	44	45	46	47	48	49	50
VIM-2 inh	-3.3	-3.2	-1.6	-3.4	-1.2	-1.0	-1.1	-3.2	-3.9	-2.9
GalR3 antagonist	2	-4	-6	3	-3	-5	-8	-5	-7	-3
IMP-1 inh	-2.6	-3.0	-1.7	-3.5	-1.3	-5.0	-1.0	-1.8	-3.1	-1.7
GPR7 antagonist	-17	-4	-10	-11	-13	-8	-16	-7	-3	-5
OXTR agonist	-0.7	0.1	2.0	-0.9	1.1	-1.5	2.5	1.9	0.5	1.2
DNA FID counter	-19	10	3	-4	7	-19	-9	-6	-1	3
HCV NS3 hel inh	1	10	-6	7	-4	2	-3	15	4	7
PHOSPHO1 inh	10	49	14	-7	32	6	-9	5	20	6
V1aR counter	0.3	1.7	4.1	1.4	0.9	-0.9	2.0	3.2	1.1	0.0

Bioassay records deposited in PubChem BioAssay by several laboratories.
